# Screens deposited in PubChem by several laboratories.
# BoNT A protease: BoNT A light chain protease inhibition; multiplex microsphere protease substrate cleavage, flow cytometry; inhibition, % at 10 µM; hit rate 0.17% among 360,000; AID 588499; note: plate controls were buffer without enzyme for full effect and enzyme alone for no effect
# Anthrax LF inh2: inhibitors of Bacillus anthracis lethal factor protease. hit rate 0.12% among 360,000. P15917. inhibition, % at 10 µM. multiplex microsphere protease cleavage assay, LF; note: plate controls were buffer without enzyme for full effect and enzyme alone for no effect
# SARS 3CLpro inh: SARS-CoV 3CLpro protease inhibition | recombinant SARS-CoV 3CLpro, quenched FRET peptide cleavage | inhibition, % at 6 µM | hit rate 0.14% among 290,000; in the data active = inhibition above about 12%
# PrPC TRFRET: cell surface PrPC inhibition, primary TR-FRET screen. TR-FRET read-out. inhibition, % at 13.8 µM. hit rate 0.43% among 370,000. AID 720596. P04156; in the data active = inhibition above about 24%; note: 0% = median of the test wells and 100% = reference compound wells
# CCHF vOTU inh: CCHFV vOTU protease inhibition. Pep-AMC fluorescence. inhibition, % at 11.5 µM. hit rate 0.55% among 370,000. AID 651958; in the data active = inhibition above about 30%; note: 0% = vehicle wells with enzyme and 100% = no enzyme wells
# PriA SSB inh: blocks PriA binding to SSB C-terminal tail | AlphaScreen SSBct-PriA binding, biotinylated peptide | hit rate 0.6% among 430,000 | inhibition, % at 33 µM | AID 1272365; in the data active = inhibition mostly above about 37%, no sharp cut-off; inactive = mostly below about 20%;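 note: plate controls were negative control peptide for no effect and reference peptide for full effect; strong numbers were not always called active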
# BoNT F protease: blocks Botulinum neurotoxin F light chain protease; Multiplex microsphere protease cleavage assay, flow cytometry; inhibition, % at 10 µM; hit rate 0.22% among 360,000; AID 588497; in the data active = inhibition above about 35%, passing the limit was not always enough; inconclusive = no clear call, values can overlap the other calls; note: plate controls were buffer without enzyme for full effect and enzyme alone for no effect
# VHR inh abs: blocks human VHR1 dual specificity phosphatase | hit rate 0.52% among 290,000 | P51452 | recombinant VHR phosphatase, pNPP absorbance | inhibition, % at 13.3 µM; in the data active = inhibition above about 50%; note: some compounds called inactive have numbers as strong as hits
# Target sequence (P51452 whole entry, looked up): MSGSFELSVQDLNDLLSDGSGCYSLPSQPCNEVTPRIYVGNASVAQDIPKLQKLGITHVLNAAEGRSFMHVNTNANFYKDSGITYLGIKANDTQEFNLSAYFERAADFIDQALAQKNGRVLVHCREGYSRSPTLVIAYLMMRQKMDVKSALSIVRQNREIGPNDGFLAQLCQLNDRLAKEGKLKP
# Rv3671c inh: inhibits the M. tuberculosis serine protease Rv3671c | P9WHR9 | inhibition, % at 5.96 µM | hit rate 0.048% among 320,000; in the data active = inhibition above about 38%;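 note: extracellular domain of Rv3671c used as enzyme; 0% = enzyme with DMSO and 100% = no enzyme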
# Target sequence (P9WHR9 whole entry, looked up, the tested form may be a part): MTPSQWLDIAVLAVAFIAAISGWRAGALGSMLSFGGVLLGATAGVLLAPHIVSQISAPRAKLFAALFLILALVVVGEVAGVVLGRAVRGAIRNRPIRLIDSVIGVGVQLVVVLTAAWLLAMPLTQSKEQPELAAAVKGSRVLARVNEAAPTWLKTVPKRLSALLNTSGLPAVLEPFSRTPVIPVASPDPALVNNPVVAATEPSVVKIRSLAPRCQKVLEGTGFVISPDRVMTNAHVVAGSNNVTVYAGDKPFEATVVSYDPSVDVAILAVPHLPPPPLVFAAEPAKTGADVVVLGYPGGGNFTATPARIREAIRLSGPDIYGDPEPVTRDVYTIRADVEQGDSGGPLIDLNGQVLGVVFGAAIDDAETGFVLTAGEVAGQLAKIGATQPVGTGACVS
# MazEF act: increases E. coli MazEF RNase cleavage of RNA | P0AE70 | FAM/BHQ RNA-DNA oligo cleavage fluorescence, 5 h | activation, % at 20 µM | hit rate 0.32% among 350,000 | AID 504720; in the data active = activation above about 50%
# Target sequence (P0AE70 whole entry, looked up): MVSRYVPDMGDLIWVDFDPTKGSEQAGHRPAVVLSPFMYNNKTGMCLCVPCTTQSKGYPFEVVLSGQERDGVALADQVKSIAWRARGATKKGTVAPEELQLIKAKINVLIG
# Numbers without * were called inactive; ? = inconclusive; / = no result given. Cut-off read from the data, not from the text of the source, unless noted: active = inhibition above about 30%; inconclusive = no clear call, values can overlap the other calls; inactive = below that.
# Each structure is followed by: BoNT A protease	Anthrax LF inh2	SARS 3CLpro inh	PrPC TRFRET	CCHF vOTU inh	PriA SSB inh	BoNT F protease	VHR inh abs	Rv3671c inh	MazEF act
CC(C)CC1NC(=O)c2cccnc2-n2c1nc1ccccc1c2=O (centres undefined)
    -0.2	-5	/	2	-5	/	-2	/	/	5
COc1ccc2cc3cc(C(=O)NCc4cccnc4)oc3nc2c1
    0.3	-1	-1	-5	-285	-6	0	24	0	2
O=C(NCc1ccccc1)c1ccc(COCC(F)(F)F)o1
    ?	5	-3	3	-10	0	-15	-9	4	5
CC(O)(c1ccncc1)c1nc(-c2cccc(C(F)(F)F)c2)cs1 (centres undefined)
    0.2	-2	/	17	-19	/	-2	/	/	/
COc1ccc2c(c1)cc1n2CCN=C1NN
    0.5	-1	-7	-10	-26	0	-23	24	-4	3
O=C(CSc1nc2ncc(Cl)cc2[nH]1)NCC(=O)Nc1ccc(F)c(F)c1F
    -1.1	-4	-3	1	-1	-10	-8	12	11	13
O=C(NNC(=O)C1CCN(Cc2cccc(F)c2)CC1)c1cccc(Cl)c1
    -0.1	0	-7	1	4	-13	3	9	3	-6
Cc1noc(C)c1C(=O)N1CCN(C(=O)c2sc3cc(Cl)ccc3c2Cl)CC1
    2.4	-9	-4	-5	5	-26	1	24	2	0
O=C(Nc1ncc2c(n1)-c1ccccc1OC2)c1ccc(Cl)cc1
    0.2	-11	7	1	-34	-3	-5	19	2	3
COc1ccc(OC)c(C(O)c2ncc(-c3cccc4ccccc34)[nH]2)c1 (centres undefined)
    0.1	-1	/	0	-14	/	1	/	/	/
COc1ccccc1C(=O)NNC(=O)c1ccccc1Br
    -3.2	2	-5	-2	-13	-12	?	22	-8	3
CCOc1ccc(S(=O)(=O)N2CCc3cc(OC)c(OC)cc3C2)cc1
    -0.3	-4	0	2	-1	-2	4	-8	-6	0
CC(Oc1ccc(Cl)cc1Cl)C(=O)N(Cc1ccco1)C1CCS(=O)(=O)C1 (centres undefined)
    -0.9	-2	-3	-6	7	11	5	-23	3	-2
COc1ccc(CNC(=O)C2CCN(S(=O)(=O)c3c(C)noc3/C=C/N(C)C)CC2)cc1
    -2.6	-2	7	/	/	0	-4	4	-15	-5
Cn1c(SCC(=O)Nc2ccc(N3CCOCC3)c(Cl)c2)nnc1C(O)c1ccccc1 (centres undefined)
    -0.2	-1	-1	6	-8	-15	0	6	6	-4
O=c1[nH]c(O)c(N=Nc2ccc(SC(F)F)cc2)c(=O)[nH]1
    -1.4	-6	-5	-35	12	-16	-5	27	4	-4
COc1ccc(Cl)cc1S(=O)(=O)N1CCC(O)(c2ccc(Cl)cc2)CC1
    -0.3	-1	1	10	-6	-6	-2	-3	-4	-2
COc1ccccc1C(=O)NC(C)C(c1cccs1)N1CCN(C)CC1 (centres undefined)
    -0.4	-1	4	4	1	-16	1	18	1	-4
CCNC(=O)C1(C)CCN(C(=O)c2ccc(OC)cc2OC)C1 (centres undefined)
    -0.3	0	/	-3	1	/	6	/	/	/
CNC[C@@H](CC1CCCCC1)NC[C@H](CC(C)C)NCCc1cccc(C(F)(F)F)c1
    -0.4	-6	6	-11	10	7	-53	21	11	16
Cn1c(=O)[nH]c(=O)c2c1nc(N1CCCCC1)n2CCCSc1nc2ccccc2s1
    -1.8	-2	1	14	2	-9	-33	9	6	-11
CN1CCC(N2CCN(C3CN(CCc4ccccc4)S(=O)(=O)C3)CC2)CC1 (centres undefined)
    -0.1	-14	/	-1	0	/	-12	/	/	/
O=C(COC(=O)c1ccc(Cl)cc1[N+](=O)[O-])NC(=O)c1ccccc1
    -5.5	2	-5	-6	8	13	-11	27	2	2
O=C(Nc1ccc(CN2CCOCC2)cc1)c1ccc(-c2cc(Cl)ccc2Cl)o1
    -2.1	-8	-1	8	-1	14	-16	13	-49	-8
CN1CCC(=O)N(CCSc2ccccc2)CC1
    0.1	7	-8	6	-3	-22	1	32	-7	0
Cc1ccc(Cn2nnnc2CN2CCC(O)(c3ccccc3F)CC2)cc1
    0.2	-1	-3	3	7	-13	-4	31	1	0
COC(=O)c1ccc(CNC(=O)CCNC(=O)c2ccco2)cc1
    /	/	/	-2	14	-2	/	/	-3	-4
O=C(O)CNC(=S)N(Cc1ccc(F)cc1)C1CCCCC1
    0.3	5	7	0	-11	-2	0	21	5	-41
Cc1c(NC(=O)CCC(=O)N2CCCCC2)c(=O)n(-c2ccccc2)n1C
    1.0	0	-1	4	2	-10	-6	36	10	11
CCC(=O)c1ccc(OCC(=O)Nc2ccc3c(c2)OCCO3)cc1
    -0.1	-5	/	0	6	-5	-12	/	-5	-13
CC1CCN(C(=O)C(C)c2ccc([N+](=O)[O-])cc2)CC1 (centres undefined)
    -0.1	1	5	-9	-2	16	-1	30	-3	-4
Cc1ccc(S(=O)(=O)N2CCN(Cc3nc4sc5c(c4c(=O)[nH]3)CCCC5)CC2)cc1
    1.0	-3	0	3	6	6	0	7	5	-27
COc1ccc(CCCc2n[nH]c(=S)o2)cc1
    -1.5	-4	2	5	-12	-8	-1	4	-14	2
O=C(O)CSc1ccc(Oc2ccc(SCC(=O)O)cc2)cc1
    -1.2	3	1	3	-2	-8	-2	0	5	7
CCOc1ccc(-n2c(-c3ccc(OC)cc3)c[n+]3c2CCCCC3)cc1
    0.4	2	1	10	-6	10	-5	13	2	4
CCn1c(C)nc2cc(S(N)(=O)=O)ccc21
    -1.0	-2	0	-4	-10	-1	-3	20	-4	2
Cc1cc(C)c(NC(=O)Cn2ncc3ccccc32)c(C)c1
    -1.6	3	1	6	9	-7	?	57*	/	2
CNC(=O)c1nnn(Cc2ccccc2)c1NC(=O)C(F)(F)F
    -1.1	-4	2	12	4	10	-15	5	6	2
C/C=C/C=C\C(=O)Nc1cccc(C2=NOC3(C2)C[C@H](C(N)=O)N(C(=O)/C=C/C)C3)c1 (some centres undefined)
    0.6	-4	/	-4	6	-1	6	7	-21	6
O=C1Nc2ccc(Br)cc2C(c2ccc(Cl)cc2)=NC1O (centres undefined)
    -3.1	10	1	-1	-12	-2	-18	-7	/	12
COc1ccc(C2CC2C(=O)c2ccccn2)cc1 (centres undefined)
    -0.8	-3	4	3	15	-39	-6	8	-2	4
Cc1cc(=O)oc(C)c1C(=O)n1nc(C)c2c1C[C@@H]1[C@H]2C1(C)C
    0.2	0	-5	1	2	1	-2	6	14	-5
CCOc1cccc(C(=O)Nc2ccccc2N2CCN(C(=O)C(C)C)CC2)c1
    3.2	2	-2	3	-3	-3	-18	18	-5	-8
Cc1cc(C)cc(N(CCC#N)C(=O)COC(=O)c2nc3nc(C)cc(C)n3n2)c1
    -1.9	-1	/	-7	8	3	-7	/	6	-1
COc1ccc(Cc2nc3ccc(C(=O)N4CCCCC4CO)cc3o2)cc1OC (centres undefined)
    -0.1	-10	/	2	-4	/	-7	/	/	4

# Arranged by length of the SMILES (lowest first): five of the compounds above
# Each structure is followed by: BoNT A protease	Anthrax LF inh2	SARS 3CLpro inh	PrPC TRFRET	CCHF vOTU inh	PriA SSB inh	BoNT F protease	VHR inh abs	Rv3671c inh	MazEF act
O=C1Nc2ccc(Br)cc2C(c2ccc(Cl)cc2)=NC1O (centres undefined)
    -3.1	10	1	-1	-12	-2	-18	-7	/	12
CC1CCN(C(=O)C(C)c2ccc([N+](=O)[O-])cc2)CC1 (centres undefined)
    -0.1	1	5	-9	-2	16	-1	30	-3	-4
CCOc1cccc(C(=O)Nc2ccccc2N2CCN(C(=O)C(C)C)CC2)c1
    3.2	2	-2	3	-3	-3	-18	18	-5	-8
Cc1cc(C)cc(N(CCC#N)C(=O)COC(=O)c2nc3nc(C)cc(C)n3n2)c1
    -1.9	-1	/	-7	8	3	-7	/	6	-1
C/C=C/C=C\C(=O)Nc1cccc(C2=NOC3(C2)C[C@H](C(N)=O)N(C(=O)/C=C/C)C3)c1 (some centres undefined)
    0.6	-4	/	-4	6	-1	6	7	-21	6

# Next section
# Each structure is followed by: BoNT A protease	Anthrax LF inh2	SARS 3CLpro inh	PrPC TRFRET	CCHF vOTU inh	PriA SSB inh	BoNT F protease	VHR inh abs	Rv3671c inh	MazEF act
COc1ccc(CCNC(=O)c2ccc3nc(N4CCOCC4)sc3c2)cc1OC
    -0.1	-8	0	-1	-2	-1	3	-2	-6	8
CC1(C)C(=O)Nc2ccccc2N1C(=O)COC(=O)c1ccc(NC(N)=O)cc1
    1.9	-2	/	-6	-6	-8	5	/	/	3
COc1cccc(OCc2cc(C(=O)NCc3ccc4c(c3)OCO4)no2)c1
    1.3	3	-1	4	14	-19	5	-9	-3	-1
CCc1c(O)nc(SCC(=O)Nc2nc3ccccc3s2)n(-c2ccccc2)c1=O
    /	/	3	9	-2	-3	/	-1	6	6
CSCC(=O)N1CCC(Oc2cccc(C(=O)NCc3ccccn3)c2)CC1
    0.1	0	4	0	0	-7	6	-20	-1	9
O=C(O)[C@@H]1CCCN1C(=O)COc1ccc2c3c(c(=O)oc2c1)CCC3
    0.2	-2	-4	-8	-3	-3	-4	21	3	-1
CN(C)Cc1nc2c(c(=O)[nH]1)C1(CCCCC1)Cc1ccccc1-2
    0.6	-1	3	2	0	-14	4	18	-2	2
C=CCNc1nc(C(F)(F)F)nc2c1nnn2Cc1ccccc1Cl
    /	/	-7	9	4	4	/	0	-1	1
CCOC1OC(=O)C(Cl)=C1Nc1ccc(C)cc1C (centres undefined)
    -0.6	-1	-6	7	-1	1	-17	21	4	-2
COc1ccccc1Oc1nc(-c2cccnc2)nc2ccccc12
    1.6	-3	3	1	-5	-5	-1	-2	1	-7
CCC(=O)Nc1c(C)n[nH]c1C
    -0.2	-1	6	4	-7	-20	-6	7	-11	3
COc1cc(/C=C/C(=O)NC(=O)c2ccccc2O)ccc1OC(C)=O
    -0.9	-3	6	-10	3	0	-6	20	-1	-1
Cc1ccncc1CNC(=O)c1ccccc1
    -0.4	1	/	0	-22	-11	1	/	/	10
COC(=O)c1cn(NC(=O)c2ccc([N+](=O)[O-])c(C)c2)c(=O)c2ccccc12
    -1.2	3	-1	-7	18	4	-3	5	0	0
C=CCOc1c(CNc2cccc(C(=O)O)c2)cccc1OC
    -0.2	-2	4	10	7	-11	-5	-2	0	-12
CCOC(=O)Cc1csc(NC(=O)c2csc3c2CCCC3)n1
    0.3	1	3	-3	4	-18	5	-8	-2	-7
O=C(OCc1ccccc1)N1CCc2ccccc21
    -3.1	-11	-2	-1	5	-78	-8	21	-4	-1
CCc1c(C)sc(NC(=O)C2CC2)c1C(=O)OC(C)C
    -0.3	0	0	6	-8	-38	-3	-3	-4	1

# Just PrPC TRFRET, VHR inh abs and MazEF act, for 6 of the compounds above:
canonical_smiles	PrPC TRFRET	VHR inh abs	MazEF act
O=C(Nc1ncc2c(n1)-c1ccccc1OC2)c1ccc(Cl)cc1	1	19	3
COc1ccc(OC)c(C(O)c2ncc(-c3cccc4ccccc34)[nH]2)c1 (centres undefined)	0	/	/
COc1ccccc1C(=O)NNC(=O)c1ccccc1Br	-2	22	3
CCOc1ccc(S(=O)(=O)N2CCc3cc(OC)c(OC)cc3C2)cc1	2	-8	0
CC(Oc1ccc(Cl)cc1Cl)C(=O)N(Cc1ccco1)C1CCS(=O)(=O)C1 (centres undefined)	-6	-23	-2
COc1ccc(CNC(=O)C2CCN(S(=O)(=O)c3c(C)noc3/C=C/N(C)C)CC2)cc1	/	4	-5

# Record cards, from the list above. Order of values: BoNT A protease, Anthrax LF inh2, SARS 3CLpro inh, PrPC TRFRET, CCHF vOTU inh, PriA SSB inh, BoNT F protease, VHR inh abs, Rv3671c inh, MazEF act
# O=C(NCc1ccccc1)c1ccc(COCC(F)(F)F)o1 across the screens: ?, 5, -3, 3, -10, 0, -15, -9, 4, 5
# CCn1c(C)nc2cc(S(N)(=O)=O)ccc21 across the screens: -1.0, -2, 0, -4, -10, -1, -3, 20, -4, 2
# Cc1ccncc1CNC(=O)c1ccccc1 across the screens: -0.4, 1, /, 0, -22, -11, 1, /, /, 10

# Only part of the results is shown; the hit share may differ from the screen's.
